# Screening results from PubChem BioAssay.
# HCMV antiviral – inhibitors of human cytomegalovirus; hit rate 4.5% among 410,000; HFF cells, HCMV-luciferase reporter, 72 h; active compounds read low; activity change, negative = inhibition, % at 57.5 µM; in the data active = activity change below about -60%; inconclusive = no clear call, values can overlap the other calls; inactive = above about -39%
#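 HFF cells seeded 16 h at 37C, treated with compounds, infected with luciferase-reporter HCMV at MOI 1 PFU/cell; luciferase read at 72 h post infection, normalized to buffer-only and Salinomycin controls.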
# LmPK inhibitor – LmPK (Leishmania mexicana) enzyme inhibition | purified LmPK, Kinase-Glo ATP luminescence, 1 h | Q27686 | hit rate 0.37% among 290,000 | Potency, µM (titrated, usually from 57.5 µM), without a hit: at the top dose activity change, negative = inhibition, usual class: inhibitors; also: potency is read from the fitted curve at half-maximal effect
# Target sequence (Q27686 whole entry, looked up): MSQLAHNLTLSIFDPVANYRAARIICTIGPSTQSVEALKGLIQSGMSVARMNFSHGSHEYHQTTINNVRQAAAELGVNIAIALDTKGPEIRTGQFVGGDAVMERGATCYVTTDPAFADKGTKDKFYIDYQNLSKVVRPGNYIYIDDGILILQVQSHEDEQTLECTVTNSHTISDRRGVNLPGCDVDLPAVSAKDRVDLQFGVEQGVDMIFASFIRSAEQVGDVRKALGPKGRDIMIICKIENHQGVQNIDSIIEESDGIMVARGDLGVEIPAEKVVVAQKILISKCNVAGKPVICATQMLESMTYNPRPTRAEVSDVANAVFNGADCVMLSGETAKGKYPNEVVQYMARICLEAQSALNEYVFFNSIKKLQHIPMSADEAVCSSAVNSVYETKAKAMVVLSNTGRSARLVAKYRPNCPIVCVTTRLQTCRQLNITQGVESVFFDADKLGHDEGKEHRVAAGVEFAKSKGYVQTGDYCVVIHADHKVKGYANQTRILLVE
#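 qHTS format; LmPK 0.1 nM; substrates PEP 0.5 mM and ADP 0.1 mM. One-hour room-temperature incubation, then coupled luciferase luminescence; 0.5 nM enzyme wells mark activation.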
# AmpC detergent – AmpC beta-lactamase inhibition with detergent present; AmpC hydrolysis of nitrocefin, absorbance 480 nm, 0.01% Triton; Potency, µM (top dose mostly 114 µM), inactives show at the top dose activity change, negative = inhibition, hits mostly inhibitors; hit rate 0.041% among 370,000; AID 485294;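 also: potency is read from the fitted curve at half-maximal effect; 0% = no-compound wells and -100% = no-enzyme wells; nearly all actives have a fitted effect of over 25% in size; some results filed as inactive show a strong effect at the top dose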
# Target sequence (P00811 whole entry, looked up): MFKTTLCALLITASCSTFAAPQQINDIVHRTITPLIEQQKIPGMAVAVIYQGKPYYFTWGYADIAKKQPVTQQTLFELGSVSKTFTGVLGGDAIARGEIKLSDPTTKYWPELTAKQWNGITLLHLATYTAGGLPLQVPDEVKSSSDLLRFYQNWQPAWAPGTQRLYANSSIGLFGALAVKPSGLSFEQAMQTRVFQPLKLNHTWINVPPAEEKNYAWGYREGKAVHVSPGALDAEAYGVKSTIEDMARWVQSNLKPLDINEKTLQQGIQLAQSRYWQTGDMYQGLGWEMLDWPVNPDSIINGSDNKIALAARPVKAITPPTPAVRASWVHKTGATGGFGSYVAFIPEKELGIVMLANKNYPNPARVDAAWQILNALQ
#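 20 mM phosphate pH 7.0 + 0.01% (detergent screen) or 0.0001% Triton X-100; 5.3 nM AmpC reagent; cpd preinc 15 min RT; nitrocefin (800 uM stock) to start; A480 q20 s × 4 min; Activity was normalised to no-enzyme and no-compound control wells.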
# Sm TGR inh – inhibitors of Schistosoma mansoni thioredoxin glutathione reductase. Q962Y6. purified TGR, DTNB reduction, TNB absorbance 405 nm. Potency, µM (series often up to 114 µM), for inactives: at the top dose activity change, negative = inhibition, actives largely listed as inhibitors. hit rate 3% among 360,000. AID 485364; also: potency is read from the fitted curve at half-maximal effect; nearly all actives have a fitted effect of over 60% in size
#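 First, TGR (20 nM dispensed) and NADPH were mixed with compound. Second, a 15 min room-temperature incubation followed. Third, further NADPH and then DTNB were added to start the reaction. Finally, TNB absorbance was monitored kinetically.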
# AMA1-RON2 inh – disrupts binding of P. falciparum AMA1 to RON2 | Potency, µM (doses to about 58.2 µM), for the others: at the highest dose activity change, negative = inhibition, most hits filed as inhibitors | hit rate 0.2% among 360,000 | AlphaScreen AMA1-biotinylated RON2 peptide binding | AID 720542;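 also: potency is read from the fitted curve at half-maximal effect; 0% = vehicle wells and -100% = peptide control; nearly all actives have a fitted effect of over 45% in size; some results filed as inactive show a strong effect at the top dose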
#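 AMA1 (3D7) with his tag at 25 nM final met compounds first, then biotinylated RON2 peptide at 25 nM; detection used donor plus acceptor beads, 10 µg/mL apiece, read by AlphaScreen after 30 min at room temperature.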
# AmpC no deterg – AmpC beta-lactamase inhibition without detergent; P00811; hit rate 0.52% among 330,000; Potency, µM (series often up to 57.1 µM), for inactives: top-dose activity change, negative = inhibition, most hits filed as inhibitors; AID 485341; AmpC nitrocefin hydrolysis, absorbance 480 nm, 0.0001% Triton;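 also: potency is read from the fitted curve at half-maximal effect; plate controls were no compound for no effect and no enzyme for full effect; nearly all actives have a fitted effect of over 20% in size; some results filed as inactive show a strong effect at the top dose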
#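 AmpC (5.3 nM in the dispensed reagent) in 20 mM phosphate pH 7.0 with 0.01% (detergent screen) or 0.0001% Triton X-100 was preincubated with compounds for 15 min at room temperature. Nitrocefin was then added from an 800 uM solution, and hydrolysis was followed at 480 nm.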
# TbPYK inhibitor – blocks Trypanosoma brucei pyruvate kinase. Q57TT1. TbPYK enzyme, Kinase-Glo Plus ATP luminescence, 45 min. Potency, µM (top dose mostly 76.8 µM), inactives show at the top dose activity, negative = inhibition, usual class: inhibitors. hit rate 0.12% among 410,000. AID 624173; also: potency is read from the fitted curve at half-maximal effect; nearly all actives have a fitted effect of over 50% in size
#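 T. brucei PYK with substrate was exposed to pin-transferred compounds across a concentration series, then started with 130 uM ADP (final). After 45 min at room temperature, Kinase-Glo Plus luminescence was read, normalized and curve-fitted.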
# Starred values were filed as active, the others as inactive; ? = inconclusive; · = no result given; [ ] = dose if it differs, or a comment. Unless noted, calls follow the shape of the dose curve; as a rule, active = well fitted curve in the direction sought with a large enough effect; inconclusive = small, poorly fitted or top-dose-only effect, or another doubt; inactive = no such curve, though single readings can be large; an effect the other way counts as inactive or inconclusive. Unless noted, % is scaled to controls: 0 for no effect and ±100 for the full control effect.
Compound | HCMV antiviral | LmPK inhibitor | AmpC detergent | Sm TGR inh | AMA1-RON2 inh | AmpC no deterg | TbPYK inhibitor
CCN1CCN(C(CNS(=O)(=O)c2ccc(Cl)cc2)c2cccnc2)CC1 (stereo not given) | 27 | 6% | -9% | -10% | 6% | -2% | -12%
CCOC(=O)CNC(=O)CSc1nc(C(C)C)nc2c1cnn2-c1ccccc1 | 1 | · | · | · | 8% | · | -1%
COc1ccc(C2Nc3ccccc3C(=O)N2NS(=O)(=O)c2ccccc2)cc1 (stereo not given) | -5 | 2% | 3% | 9% | 3% | -25% | 6%
CC(=O)C(C)Oc1ncn(-c2ccccc2)n1 (stereo not given) | 6 | -4% | -1% | 2% | 5% | · | -8%
C/C(=N\NC(=O)c1cc([N+](=O)[O-])cc([N+](=O)[O-])c1)c1ccco1 | ? | 0% | -8% | · | 3% | -29% | -3%
O=C(c1ccoc1)N1CCC2(CC1)Oc1ccc(Cl)cc1C(=O)C21CC(c2cccnc2)=NO1 (stereo not given) | 29 | 3% | -4% | -8% | -6% | 204%[activator] | -1%
Cc1c(NN=C(C#N)C#N)c(=O)n(-c2ccccc2)n1C | -30 | 9% | 2% | 22µM* | 47%[activator] | 4% | -5%
CSc1cccc(NS(=O)(=O)c2ccc3[nH]cc(C(=O)N4CCCC4)c(=O)c3c2)c1 | 6 | · | 4% | 11% | · | · | 0%
OCCCNc1cc(-c2ccccc2)nc2cc(-c3ccc(F)cc3)nn12 | -2 | 11% | 5% | ? | 11% | 29% | 0%
COc1ccc(C(=O)CSc2nnnn2Cc2ccccc2)cc1 | -9 | 1% | 0% | 5% | -17% | -41% | -19%
O=C1CC(N(C(=O)c2ccco2)c2ccc(F)cc2)C(=O)N1c1ccc(F)cc1 (stereo not given) | 3 | 1% | 1% | 0% | -4% | -7% | 4%
Cc1c(CNC(=O)C2CC2)c(-n2cccc2)n(Cc2ccccc2)c1C | -9 | -1% | ? | -10% | -5% | 21% | 7%
C[C@H](NC(=O)C1CCN(S(=O)(=O)c2ccccc2)CC1)C(=O)NCc1ccccn1 | 0 | -11% | 4% | -1% | 13% | 37% | 2%
c1coc(Cn2c(-c3ccco3)nc3ccccc32)c1 | ? | -2% | -8% | ? | -10% | -24% | -27%
C=CCn1c(SCc2ccccc2Cl)nnc1-c1sc2nc(C)cc(C)c2c1N | -12 | 0% | -4% | 10% | 61%[activator] | -5% | 3%
C=C(C)CNC(=S)N/N=C/c1ccco1 | -61* | -3% | 2% | ? | 64%[activator] | -19% | -4%
CN(C)/C=C1/C=C(C=O)OC1=O | -1 | 1% | 6% | 0% | 18% | -6% | -3%
C[C@H](CO)N1C[C@H](C)[C@H](CN(C)C(=O)Nc2ccc(F)cc2)OCc2ccccc2-c2c(n(C)c3ccccc23)C1=O | -29 | · | · | · | 5% | · | -1%
COc1ccc(C2C(C#N)=C(N)N(N(C)C)C3=C2C(=O)CC(C)(C)C3)cc1 (stereo not given) | -16 | 1% | -4% | 7% | 20% | -13% | 1%
C[C@H](CO)N1C[C@H](C)[C@H](CN(C)C(=O)c2ccccn2)Oc2cc(C#Cc3ccc(F)cc3)ccc2S1(=O)=O | -33 | · | · | · | 3% | · | -6%
Cc1c(C(=O)N2CCN(c3ncccn3)CC2)oc2ccc(F)cc12 | -22 | · | · | · | -13% | 3% | 0%
Cc1ccc(/C=N/NC(=O)C[n+]2ccccc2)o1 | 101 | 0% | 2% | -7% | -7% | -7% | -4%
CCN(CC(=O)NC1CCS(=O)(=O)C1)C(=O)COc1ccccc1-c1ccccc1 (stereo not given) | 29 | -1% | ? | -16% | -7% | 41% | 0%
COc1ccc(C(=O)NNC(=O)c2cccc(S(=O)(=O)N3CCOCC3)c2)cc1 | 20 | · | · | · | -1% | -8% | 1%
N#Cc1c(NCCN)nc(-c2ccco2)c2c1CCCC2 | ? | 2% | 5% | 8% | -4% | 23% | -1%
Cc1ccc(Cn2nc(C)cc2C(=O)Nc2ccc(Cl)cc2)cc1 | 89 | 1% | -7% | 21% | -10% | 3% | 0%
CC1(C)COC(c2cccn2Cc2ccccc2Cl)=N1 | 30 | -2% | -11% | -5% | 7% | -5% | -8%
Cc1ccc(C)c(CSc2cn(CC(=O)N3CCCC3)c3ccccc23)c1 | 25 | · | 16% | 8% | · | · | -5%
CCCCCc1nc2c(=O)n(C)c3ccccc3c2o1 | -27 | 4% | -8% | 6% | -22% | 37% | 4%
O=C(Nc1ccc(F)c(Cl)c1)c1ccc2c(=O)n3c(nc2c1)CCCCC3 | -91* | -1% | 1% | 0% | 7% | -23% | 0%

# Sorted by formula weight (smallest number first): some entries from above.
Compound | HCMV antiviral | LmPK inhibitor | AmpC detergent | Sm TGR inh | AMA1-RON2 inh | AmpC no deterg | TbPYK inhibitor
CN(C)/C=C1/C=C(C=O)OC1=O | -1 | 1% | 6% | 0% | 18% | -6% | -3%
C=C(C)CNC(=S)N/N=C/c1ccco1 | -61* | -3% | 2% | ? | 64%[activator] | -19% | -4%
CC(=O)C(C)Oc1ncn(-c2ccccc2)n1 (stereo not given) | 6 | -4% | -1% | 2% | 5% | · | -8%
Cc1ccc(Cn2nc(C)cc2C(=O)Nc2ccc(Cl)cc2)cc1 | 89 | 1% | -7% | 21% | -10% | 3% | 0%
COc1ccc(C2C(C#N)=C(N)N(N(C)C)C3=C2C(=O)CC(C)(C)C3)cc1 (stereo not given) | -16 | 1% | -4% | 7% | 20% | -13% | 1%
CCOC(=O)CNC(=O)CSc1nc(C(C)C)nc2c1cnn2-c1ccccc1 | 1 | · | · | · | 8% | · | -1%
COc1ccc(C(=O)NNC(=O)c2cccc(S(=O)(=O)N3CCOCC3)c2)cc1 | 20 | · | · | · | -1% | -8% | 1%
C=CCn1c(SCc2ccccc2Cl)nnc1-c1sc2nc(C)cc(C)c2c1N | -12 | 0% | -4% | 10% | 61%[activator] | -5% | 3%
O=C(c1ccoc1)N1CCC2(CC1)Oc1ccc(Cl)cc1C(=O)C21CC(c2cccnc2)=NO1 (stereo not given) | 29 | 3% | -4% | -8% | -6% | 204%[activator] | -1%
C[C@H](CO)N1C[C@H](C)[C@H](CN(C)C(=O)c2ccccn2)Oc2cc(C#Cc3ccc(F)cc3)ccc2S1(=O)=O | -33 | · | · | · | 3% | · | -6%

# Other entries follow:
Compound | HCMV antiviral | LmPK inhibitor | AmpC detergent | Sm TGR inh | AMA1-RON2 inh | AmpC no deterg | TbPYK inhibitor
COc1ccc(CNC(=O)C2CCN(S(=O)(=O)N3CCCCC3)CC2)cc1 | 0 | 1% | -12% | 0% | 7% | 1% | 6%
CN1CCN(C(=O)CN(c2cccc(Br)c2)S(=O)(=O)c2ccccc2)CC1 | 62 | 0% | -7% | 6% | -2% | 86%[activator] | -2%
Cc1ccc(S(=O)(=O)N(c2ccc(Br)cc2)C2C=CS(=O)(=O)C2)cc1 (stereo not given) | -32 | 2% | 3% | · | -9% | -4% | -1%
COc1ccc(-c2cc3nc(NCc4ccc(C)cc4C)n(C)c(=O)c3s2)cc1OC | 7 | · | · | · | 20% | · | 10%
CCOC(=O)C1CCN(C(=O)CN(c2ccc(OC)cc2)S(=O)(=O)c2c(C)noc2C)CC1 | 35 | -2% | -10% | 0% | -2% | 92%[activator] | -3%
Cn1cc(S(=O)(=O)N2CCCCC2)cc1C(=O)N1CCN(c2ccccc2F)CC1 | 6 | · | -3% | -3% | · | · | 1%
COc1ccc(NCC(=O)n2c(C)c(C)c3ccccc32)cc1OC | 13 | 1% | 9% | -30% | -14% | -11% | -10%
O=C(COC(=O)c1ccc(O)cc1O)c1ccc2c(c1)OCO2 | 4 | -2% | ? | -2% | -6% | -38% | -4%
COC(=O)Cn1nc(C)c2ccccc2c1=O | -19 | 6% | 2% | 6% | -6% | -13% | 3%
CCOC(=O)Cn1c2c(c(-c3ccccc3OC)cc1=O)CCCC2 | 13 | 1% | ? | -1% | 16% | -15% | 0%
Cc1ccc(C)c(N2CCN(CCCNC(=O)C3COc4ccccc4C3)CC2)c1 (stereo not given) | -40 | · | -4% | 0% | · | · | 0%
Cc1cc(C)c(S(=O)(=O)n2nc(C)c(Br)c2C)c(C)c1 | 27 | 1% | -16% | -29% | 2% | -13% | -3%
CC1CN(Cc2ccccc2)C(=O)NC1=O (stereo not given) | -16 | · | · | · | 2% | · | -2%
CCC(C)N(C)Cc1cccc(C2(O)CCN(S(=O)(=O)c3ccc(F)cc3)CC2)c1 (stereo not given) | -4 | 2% | -14% | 5% | -6% | -3% | 1%
C[C@]12c3[nH]c4ccc(Cl)cc4c3CCN1C(=O)[C@@H](CC(=O)NCC13CC4CC(CC(C4)C1)C3)C[C@@H]2C(=O)N1CCOCC1 | -37 | · | · | · | -12% | 192%[activator] | -2%
O=c1cc(-c2ccc(O)cc2)oc2c([C@@H]3O[C@H](CO)[C@@H](O)[C@H](O)[C@H]3O)c(O)c([C@@H]3O[C@H](CO)[C@@H](O)[C@H](O)[C@H]3O)c(O)c12 | -4 | -11% | -3% | -19% | 2% | -3% | 0%
CC/C=C/CC(=O)N[C@@H](c1ccccc1)[C@@H](O)C(=O)O[C@H]1C[C@@]2(O)[C@@H](OC(=O)c3ccccc3)C3[C@](C)(C(=O)[C@H](OC(C)=O)C(=C1C)C2(C)C)[C@@H](O)C[C@H]1OC[C@@]31OC(C)=O (stereo not given in full) | -91* | -6% | ? | -15% | -3% | 338%[activator] | -2%
Cc1nc2ccc(-c3nc4ccc(N)cc4[nH]3)cc2[nH]1 | 10 | -21% | 7% | 0% | 26% | -18% | -7%
CC(=O)N/C(=C\c1ccccc1)C(=O)OCC(=O)N(C)C1CCS(=O)(=O)C1 (stereo not given) | -14 | · | · | · | 2% | -11% | 2%
Cc1ccccc1C(=O)NC1CC2CCCC(C1)N2Cc1ccccc1 (stereo not given) | 82 | -3% | ? | -1% | 1% | -20% | 1%
COc1ccccc1CNC(=O)[C@H](C)NC(=O)C1CCN(C(=O)[C@@H]2CCCN2C(=O)OC(C)(C)C)CC1 | 24 | -22% | -12% | -4% | 5% | 29% | 1%
Cc1ccc(N2C(=O)CS/C2=N\C(=S)Nc2ccccc2)cc1 | 11 | -4% | 4% | 2% | 22% | -41% | -2%
O=C1NC(=Nc2ccccc2Cl)S/C1=C\c1cccc([N+](=O)[O-])c1 | ? | -7% | ? | -6% | -7% | -50% | -5%
Cc1cc(C)c(C#N)c(SCC(=O)Nc2ccc(S(=O)(=O)Nc3ncccn3)cc2)n1 | -37 | -6% | 4% | 5% | -12% | -23% | -6%
